INS promoter inh – TRM-6 insulin promoter activity inhibition. TRM-6 cells (human fetal islet line), insulin promoter-eGFP reporter, imaging; reporter expression induced with tamoxifen. inhibition, % at 2 µM. actives 0.9% (n = 130,000). AID 1273;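 active = inhibition above the mean plus 3 SD, with well images judged a real hit on visual review, cut at about 60% in these data, passing the limit was not always enough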
SDO1 yeast rescue – restores growth of sdo1-depleted yeast | AID 817 | z-score at 10 µM | actives 0.21% (n = 140,000) | S. cerevisiae sdo1-depleted JHY4D growth rescue, OD600 30 h; stronger effect = higher value; pdr5 snq2 efflux-pump mutant strain;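 active = z-score above 3 at both the 24 hr and the 30 hr optical density reads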;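 note: z-score against mean and SD of all compound wells on the same plate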
SDO1 yeast rescue Rescue 24 h – also measured in SDO1 yeast rescue; calls as there; z-score; S. cerevisiae sdo1-depleted JHY4D growth rescue, OD600; measured here: growth rescue at 24 h;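 0 is the plate mean of compound wells and units are plate SD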
Starred values were filed as active, the others as inactive; . = not tested or not shown.

INS promoter inh	SDO1 yeast rescue	Structure	SDO1 yeast rescue Rescue 24 h
.	0.14	COc1cccc(C(=O)Nc2ccc(S(=O)(=O)NCc3ccco3)cc2)c1	-0.23
-14	-1	Cc1cc(OCCCC(=O)N2CCCCC2)cc(C)c1Cl	-1.2
13	1.2	Cc1cc(C(=O)OC(C)C(=O)Nc2cccc(S(=O)(=O)N3CCOCC3)c2)c(C)o1 (stereo not given)	1.2
14	-0.64	CCCc1cc(=O)[nH]c(SCC(=O)c2[nH]c(C)c(C(=O)OCC)c2C)n1	-1.5
.	-1.4	O=C1C(Nc2cccc(O)c2)=C(N2CCCCC2)C(=O)c2ccccc21	-1.2
44	0.03	Cc1ccc(NC(=O)C2CCN(S(=O)(=O)c3cccc4nonc34)CC2)nc1	0.35
43	-0.71	Fc1ccccc1Cc1nnc2n1N=C(c1ccc(Cl)cc1)CS2	-0.51
28	-0.58	O=C(N/N=C/c1ccccc1)c1ccc(CN2C(=O)c3cccc4cccc2c34)cc1	-0.79
.	1.3	Cn1c(C(=O)NCCCN2CCOCC2)cc2c(=O)n(C)c3ccccc3c21	1.2
6	-0.33	Cc1cc(C)n2ncc(C(=O)Nc3ccc4c(c3)OCO4)c2n1	0.2
0	.	CN(C(=O)COC(=O)c1ccc(Cl)c(N)c1)c1ccccc1	.
9	.	CC(Oc1ccc(Cl)cc1)c1ccnc(N)n1 (stereo not given)	.
27	.	CC(=O)c1sc(N2CCOCC2)nc1-c1ccccc1	.
29	0.24	CC(C)CCn1cnc2c(cnn2-c2ccc(F)cc2)c1=O	0.51
67	0.02	CCOC(=O)C(NCc1ccccc1OC)(NC(C)=O)C(F)(F)F (stereo not given)	-0.41
-22	1.2	CCCCN(CC)Cc1ccc(CNC(=O)Nc2ccccc2)o1	0.82
0	.	O=C(c1ccco1)[C@@H]1[C@@H]2C(=O)N(c3ccccc3)C(=O)[C@@H]2C2c3ccccc3C=CN21 (stereo not given in full)	.
24	-1.9	COC(=O)c1ccc(CSc2nnc(Nc3ccc(C)cc3)s2)o1	-2
-50	.	NS(=O)(=O)c1ccc(N2CCCCCC2)c([N+](=O)[O-])c1	.
.	-0.2	COc1ccc(N(CC(=O)Nc2cccc(C)c2)S(=O)(=O)c2c(C)n[nH]c2C)cc1	-0.76

Of the compounds above, 2 have an NH in an aromatic ring.
INS promoter inh	SDO1 yeast rescue	Structure	SDO1 yeast rescue Rescue 24 h
14	-0.64	CCCc1cc(=O)[nH]c(SCC(=O)c2[nH]c(C)c(C(=O)OCC)c2C)n1	-1.5
.	-0.2	COc1ccc(N(CC(=O)Nc2cccc(C)c2)S(=O)(=O)c2c(C)n[nH]c2C)cc1	-0.76

(cont.)
INS promoter inh	SDO1 yeast rescue	Structure	SDO1 yeast rescue Rescue 24 h
-13	-0.34	Cc1ccc(C(=O)c2cc3ccccc3o2)cc1	-0.34
3	1.4	COC(=O)CCC(=O)c1oc2ccccc2c1N	1.5
.	0.68	Cc1ccccc1-c1nc(CS(=O)CC(=O)NCCN2CCOCC2)c(C)o1 (stereo not given)	0.36
.	1.8	CCOc1ccc(-c2c[n+]3c(n2-c2ccccc2)CCCCC3)cc1	1.8
.	-0.88	Cc1nn(-c2ccccc2)c(N)c1Sc1ccccc1[N+](=O)[O-]	-0.91
-12	0.94	CC1CN(Cc2cc(=O)[nH]c(C(C)C)n2)CC(C)O1 (stereo not given)	-0.31
-38	1.2	CC1=NCCN1S(=O)(=O)c1cc(Cl)ccc1Cl	0.37
-13	0.27	CCOCc1cnc(C)nc1NCC(=O)c1c(C)[nH]c2ccc(OC)cc12	-0.59
-142	.	NC(CSCc1ccccc1Cl)C(=O)O (stereo not given)	.
.	-0.73	Cc1noc(/C=C/c2ccco2)c1S(=O)(=O)N1CCC(C(=O)N2CCc3ccccc32)CC1	-0.54
33	0.96	N/C(=N\N=C\c1ccnc2ccccc12)SC1CC(=O)N(c2ccc(Br)cc2)C1=O (stereo not given)	1.8
-2	-3.5	N#Cc1cc(C#N)c(N2CCN(c3cccc(Cl)n3)CC2)nc1N	-2.8
-71	0.99	COc1ccc(C2=NN(CN3C(=O)C(=O)c4ccccc43)C(c3ccc(OC)cc3)C2)cc1 (stereo not given)	1.1
66	2.3	COCCN(CCOC)S(=O)(=O)c1ccc(C(=O)Nc2nc3c(s2)CCc2ccccc2-3)cc1	2.9
50	2.6	CCCc1nc(SCC(=O)N2CCc3ccccc3C2)c2ccccc2n1	-0.72
-5	.	CCOC(=O)C1=NNC(C(=O)c2ccccc2)C1c1ccc(OC)cc1 (stereo not given)	.
12	.	Cc1cccc(C(=O)N[C@H](C(=O)Nc2ccc(C)c(S(=O)(=O)N(C)C)c2)C(C)C)c1	.
-67	.	CC1CCCN(C(=O)C2(NC(=O)Nc3cccc(F)c3)CCCCC2)C1 (stereo not given)	.
.	1.4	CCn1c2ccccc2c2cc(NC(=O)COC(=O)Cc3cn4ccsc4n3)ccc21	1.6
53	-0.38	COc1ccc(N2CCN(C(=O)CSc3nnc(-c4cccnc4)n3-c3ccc(F)cc3)CC2)cc1	-0.55
-6	.	O=C1CN(c2nc(-c3cccnc3)nc3sc4c(c23)CCCC4)CCN1	.
-38	-0.25	O=C(CSc1cc(Cl)ccc1Cl)NC1CCCc2ccccc21 (stereo not given)	0.47
-63	1.8	CC(=O)N1CCN(CCN=CC2=C(O)CC(C)(C)CC2=O)CC1	2.2
-3	1.3	CCOC(=O)N1CCC(NC(=O)C(CC(C)C)NC(=O)C2CCC(C)CC2)CC1 (stereo not given)	1.9
17	0	COc1ccc2c(c1OC)C(=O)OC2Nc1nc(-c2ccccc2)cs1 (stereo not given)	-0.49
25	0.52	O=C(Nc1ccccc1)c1cccnc1N1CCCC1	0.29
28	.	O=C(Cc1ccccc1)Oc1coc(CSc2ncccn2)cc1=O	.
5	1.3	Cc1ccc(C)c(S(=O)(=O)NCc2cccnc2)c1	0.9
19	-0.03	COc1ccccc1NC(=O)c1ccc(NC(=O)COC(=O)CCC2CCCC2)cc1	-0.29
-155	-1.2	COc1cccc(NC(=O)c2oc3ccccc3c2NC(=O)C(C)(C)C)c1	-0.89
3	0.29	COc1ccccc1NC(=O)c1ccc(NC(=O)COC(=O)CC(NC(=O)c2ccccc2Cl)c2ccccc2)cc1 (stereo not given)	0.44
.	-0.31	COC(=O)c1[nH]c2cccc(OC)c2c1NC(=O)CCN1CCN(c2ccccc2OC)CC1	-0.89
-82	.	Cc1ccn2cc(CCNC(=O)CC3CCCCC3)nc2c1	.
-8	-1.3	CC(C)N(C(=O)COC(=O)c1cc(Cl)cc(Cl)c1N)C(C)C	-0.41
-7	.	O=C(Cn1nc(-c2ccccc2Cl)ccc1=O)Nc1ccc(Br)cc1	.
.	-0.15	CCOc1ccc(C2NC(=O)c3n[nH]c(C)c32)cc1 (stereo not given)	-0.53
50	-0.75	O=C(COC(=O)c1cc2c(s1)CCC2)Nc1ccc(F)cc1	-0.55
10	-0.29	O=[N+]([O-])c1ccc(-c2cc(-c3ccncc3)nc3ccc4ccccc4c23)cc1	1.1
-37	-0.84	O=C1C(Oc2ccccc2)C(c2ccc3c(c2)OCO3)N1CCc1ccc(F)cc1 (stereo not given)	-0.17
30	1.8	CCc1nnc(NC(=O)CCC(=O)N2CCCC2)s1	2
50	0.21	Cc1c(/C=N\NC(=O)c2ccc([N+](=O)[O-])cc2)cnn1C	-0.71
59	-0.31	CCOC(=O)Cc1csc(NC(=O)CSc2nncn2C)n1	-0.23
14	-2.3	Cc1ccc2cc(C#N)c(SCC(=O)NCc3ccco3)nc2c1	-1.4
-344	0.2	Cc1cc(NCCN2CCOCC2)n2nc(C)c(-c3ccccc3)c2n1	-0.54
.	0.55	Cc1cc(C(=O)CSc2nc(N)cc(=O)[nH]2)c(C)n1-c1cccc(F)c1	0.39
11	-1.1	CC(C)CNCC(=O)N1c2ccccc2Sc2ccccc21	-1.2
18	.	COc1ccccc1N(C)S(=O)(=O)c1ccc(Cl)c(C(=O)N2CCC(C(N)=O)CC2)c1	.
.	0.68	CC1CCCN(CC(=O)Nc2ccc(S(=O)(=O)NC3CCCCC3)cc2)C1 (stereo not given)	0.63
5	.	O=C(O)c1cccc(Cn2c(Cl)c(/C=N/Nc3ccccc3)sc2=O)c1	.
3	-0.16	CSc1ccc(/C=N/NC(=O)c2sccc2C)cc1	0.11
-11	.	CC(C(=O)Nc1ccc2c(c1)OCCO2)n1nnc(-c2ccccc2)n1 (stereo not given)	.
35	2.2	Cc1ccc(S(=O)(=O)/N=C2/NC(=O)/C(=C/c3ccncc3)S2)cc1	1.2
.	-0.36	O=C(Cn1nnc(-c2ccccc2NC(=O)c2ccccc2)n1)Nc1ccc2c(c1)OCCO2	0.11
0	0.85	O=C(O)C1CCN(c2c([N+](=O)[O-])cc(C(F)(F)F)cc2[N+](=O)[O-])CC1	0.49
.	-0.79	CCOc1ccc(C2c3c(oc4ccccc4c3=O)C(=O)N2c2ccc(C)cn2)cc1OC (stereo not given)	0.05
46	.	CC1CCC2C(=O)N(c3ccc(NC4CCN(Cc5ccccc5)CC4)c([N+](=O)[O-])c3)C(=O)C2C1 (stereo not given)	.
-20	.	CCc1cc2c(=O)c(-c3ccc(F)cc3)c(C(F)(F)F)oc2cc1OCC(=O)O	.
-18	1.9	COc1ccc(C(=O)OCC(=O)Nc2ccc(F)c(F)c2F)cc1OC	2.7
4	-1.3	COC(=O)c1ccc(-n2c(C)ccc2-c2ccccc2)cc1	-1.3
-60	-1.9	O=C(N/N=C/C=C/c1ccccc1)C1CC1(c1ccccc1)c1ccccc1 (stereo not given)	-0.91

Next section.
INS promoter inh	SDO1 yeast rescue	Structure	SDO1 yeast rescue Rescue 24 h
-12	-0.34	CCCC1=C(C(=O)OCC)C(c2ccc(N(C)C)cc2)n2ncnc2N1 (stereo not given)	-1.1
-7	-0.17	CC1Cc2ccccc2N1CC(=O)NC(c1ccccc1)c1ccccc1 (stereo not given)	-0.15
26	0.28	O=C(O)C1CC=CCC1C(=O)Nc1cc(Cl)ccc1Cl (stereo not given)	0.09
11	0.41	Nc1[nH]c(N=NC(=O)c2ccccc2)c2ccccc12	-0.03
33	.	CN(C)c1ccc(C(=O)NN2C(=O)c3ccccc3C2=O)cc1	.
-32	-1.3	COCCn1c(=NC(=O)c2cc(Cl)sc2Cl)sc2cc(S(N)(=O)=O)ccc21	-0.19
14	-1.5	Cc1cccc(-c2nc3ccccc3c(=O)n2NC(=O)Cc2ccc(Cl)cc2)c1	-0.92
-33	0.21	CCOC(=O)c1ccccc1NC(=O)CN1C(=O)c2ccccc2S1(=O)=O	0.06
-63	-0.52	O=C(CSc1nc2cc(S(=O)(=O)N3CCOCC3)ccc2o1)NC1CCCc2ccccc21 (stereo not given)	-0.29
42	0.89	Cc1cccn2c(=O)c3cc(C#N)c(=O)n(-c4c(C)n(C)n(-c5ccccc5)c4=O)c3nc12	0.74
3	0.06	COc1ccc(C(=O)OCC(=O)NCc2ccco2)cc1S(=O)(=O)N1CCN(c2cccc(Cl)c2)CC1	-0.15
0	-0.55	O=C(CSc1nc2ccccc2n1Cc1ccccc1)N/N=C/c1ccco1	-0.4
6	1.2	CC1CCC/C(=N\NC(=S)Nc2ccccc2)C1 (stereo not given)	0.12
0	.	COc1cccc(C2CC(c3ccc(NS(C)(=O)=O)cc3)=NN2C(=O)c2ccccc2)c1OC (stereo not given)	.
0	.	O=C(CCSc1nnc2ccccn12)Nc1ccc2c(c1)OCO2	.
0	.	Cc1cc(C)n(C(=O)/C(C#N)=N\Nc2ccccc2[N+](=O)[O-])n1	.

Compounds shown so far that have fluorine, in the order listed:
INS promoter inh	SDO1 yeast rescue	Structure	SDO1 yeast rescue Rescue 24 h
43	-0.71	Fc1ccccc1Cc1nnc2n1N=C(c1ccc(Cl)cc1)CS2	-0.51
29	0.24	CC(C)CCn1cnc2c(cnn2-c2ccc(F)cc2)c1=O	0.51
67	0.02	CCOC(=O)C(NCc1ccccc1OC)(NC(C)=O)C(F)(F)F (stereo not given)	-0.41
-67	.	CC1CCCN(C(=O)C2(NC(=O)Nc3cccc(F)c3)CCCCC2)C1 (stereo not given)	.
53	-0.38	COc1ccc(N2CCN(C(=O)CSc3nnc(-c4cccnc4)n3-c3ccc(F)cc3)CC2)cc1	-0.55
50	-0.75	O=C(COC(=O)c1cc2c(s1)CCC2)Nc1ccc(F)cc1	-0.55
-37	-0.84	O=C1C(Oc2ccccc2)C(c2ccc3c(c2)OCO3)N1CCc1ccc(F)cc1 (stereo not given)	-0.17
.	0.55	Cc1cc(C(=O)CSc2nc(N)cc(=O)[nH]2)c(C)n1-c1cccc(F)c1	0.39
0	0.85	O=C(O)C1CCN(c2c([N+](=O)[O-])cc(C(F)(F)F)cc2[N+](=O)[O-])CC1	0.49
-20	.	CCc1cc2c(=O)c(-c3ccc(F)cc3)c(C(F)(F)F)oc2cc1OCC(=O)O	.
-18	1.9	COc1ccc(C(=O)OCC(=O)Nc2ccc(F)c(F)c2F)cc1OC	2.7

An excerpt (hit frequency here may not be typical).
